SMARCA2 act – activators of SMARCA2 function | MG213 cells, MMTV-luciferase reporter, dexamethasone, overnight | activation, % at 9.1 µM | 1% of 370,000 active | AID 652017; in the data active means activation above about 7.8%;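 further: 0% = vehicle wells and 100% = reference activator wells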
ADAM17 inh – ADAM17 inhibition, QFRET primary screen; P78536; recombinant ADAM17, EDANS/DABCYL FRET peptide cleavage; inhibition, % at 6.95 µM; 0.83% of 370,000 active;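 active means inhibition above the mean of compounds lying between control limits plus 3 SD, set per campaign, cut at about 8.5% in these data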;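 further: 0% = DMSO-only wells as the low control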
Target sequence (P78536 215-824 limits assumed): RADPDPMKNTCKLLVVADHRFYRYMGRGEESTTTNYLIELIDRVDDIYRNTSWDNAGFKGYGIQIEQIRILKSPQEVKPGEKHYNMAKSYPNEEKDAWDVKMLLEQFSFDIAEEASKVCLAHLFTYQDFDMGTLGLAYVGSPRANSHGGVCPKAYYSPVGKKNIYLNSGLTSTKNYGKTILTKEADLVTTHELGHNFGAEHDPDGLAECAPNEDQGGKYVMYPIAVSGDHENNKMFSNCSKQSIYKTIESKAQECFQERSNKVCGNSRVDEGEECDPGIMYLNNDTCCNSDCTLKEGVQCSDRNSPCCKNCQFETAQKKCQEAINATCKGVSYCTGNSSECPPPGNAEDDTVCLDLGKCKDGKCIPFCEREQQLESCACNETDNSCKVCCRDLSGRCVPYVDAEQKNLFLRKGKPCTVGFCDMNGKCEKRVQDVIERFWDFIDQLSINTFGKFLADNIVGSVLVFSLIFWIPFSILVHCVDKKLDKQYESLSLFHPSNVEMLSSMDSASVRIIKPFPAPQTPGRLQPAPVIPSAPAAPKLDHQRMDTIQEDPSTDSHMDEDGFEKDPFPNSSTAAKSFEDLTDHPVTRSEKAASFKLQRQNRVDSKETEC
ADAM10 inh – ADAM10 inhibition, QFRET primary screen. 0.62% of 370,000 active. recombinant ADAM10, EDANS/DABCYL FRET peptide cleavage, 3 h. inhibition, % at 7 µM. AID 720582;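 active means inhibition above a per-campaign cutoff equal to the mean of compounds falling between control-based bounds plus 3 SD, cut at about 20% in these data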;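 further: 0% = DMSO wells while the 100% control is not disclosed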
hgDAF-12 ag – agonists of H. glycines DAF-12 nuclear receptor; activation, % at 6.8 µM; 1.8% of 370,000 active; HEK293 GAL4-hgDAF12 UAS-luciferase reporter, agonist luminescence; normalized to butyrate control;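 active means activation above a cutoff set at the mean of all screened compounds plus 3 SD, cut at about 10% in these data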;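 further: 0% = DMSO wells and 100% = sodium butyrate wells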
GAA850 FXN act – increases GAA850 frataxin promoter reporter activity; 0.56% of 360,000 active; HEK293 lucGAA850 FXN promoter luciferase reporter, 24 h; percent of 10 µM SAHA response; activation, % at 6 µM;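 active means activation above the average of all compounds screened plus 3 SD, cutoff fixed separately per campaign, cut at about 7.5% in these data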;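 further: 0% = DMSO wells and 100% = 10 µM SAHA wells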
DAX1 inh-1 – NR0B1 (DAX1) inhibition; 0.99% of 340,000 active; inhibition, % at 6.75 µM; AID 504766; HEK293 Gal4-DAX1 luciferase reporter, luminescence; P51843;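 active means inhibition above the mean over all tested compounds plus 3 SD, cut at about 4.2% in these data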;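 further: 0% = DAX1-transfected cells with DMSO and 100% = empty-vector control cells with DMSO; inhibition shows as a rise in luminescence from relieved DAX1 repression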
Target sequence (P51843 207-470 limits assumed): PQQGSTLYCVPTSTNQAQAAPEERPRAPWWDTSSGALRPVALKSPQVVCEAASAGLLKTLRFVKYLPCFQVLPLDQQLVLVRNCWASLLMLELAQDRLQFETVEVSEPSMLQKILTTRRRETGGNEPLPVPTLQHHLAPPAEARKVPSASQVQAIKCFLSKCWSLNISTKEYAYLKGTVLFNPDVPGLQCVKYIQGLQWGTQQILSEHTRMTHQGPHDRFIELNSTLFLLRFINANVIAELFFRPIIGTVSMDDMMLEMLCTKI
NPR1 activator – GC-A (human) enzyme activation; HEK293 GC-A cells, cGMP TR-FRET, EC30 ANP; 0% at EC30 ANP, 100% saturating ANP; AID 1671463; 0.14% of 370,000 active; activation, % at 10 µM; P16066; in the data active means activation above about 40%
DAX1 inh-2 – DAX1 (NR0B1) inhibition, primary screen; HEK293T StAR-luciferase reporter, SF-1/DAX-1 repression relief; inhibition, % at 6.8 µM; 1.1% of 370,000 active; AID 652010;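 active means inhibition above the mean over all tested compounds plus 3 SD, cut at about 3.6% in these data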;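 further: 0% = DAX-1 cells with DMSO and 100% = cells lacking DAX-1 with DMSO; higher inhibition means more luminescence from relief of DAX-1 repression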
ssDAF-12 act – activators of S. stercoralis DAF-12 nuclear receptor; activation, % at 6.8 µM; HEK293 ssDAF-12/GRIP1 lit1-tk-luc reporter, luminescence; % of 3 µM dafachronic acid response; 1% of 370,000 active;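 active means activation above the mean over all tested compounds plus 3 SD, cut at about 0.9% in these data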;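 further: 0% = DMSO-only wells and 100% = 3 µM delta7-dafachronic acid wells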
PG9 Ab binder – small molecules binding HIV-1 gp120 antibody PG9. 0.43% of 360,000 active. inhibition, % at 6.7 µM. AID 624416. TR-FRET gp120-PG9 antibody binding; in the data active means inhibition above about 8.5%
hcDAF-12 act – H. contortus DAF-12 activation, primary screen | HEK293 hcDAF-12 lit1-tk-luc reporter, luminescence; 0% DMSO, 100% Δ7-dafachronic acid | activation, % at 6.8 µM | 1.4% of 370,000 active | AID 652067;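 active means activation above the mean of all tested compounds plus 3 SD, cut at about 5.5% in these data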;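 further: 100% = response to 3 µM Δ7-dafachronic acid high control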
An asterisk follows results filed as active; . = no result given.

SMILES	SMARCA2 act	ADAM17 inh	ADAM10 inh	hgDAF-12 ag	GAA850 FXN act	DAX1 inh-1	NPR1 activator	DAX1 inh-2	ssDAF-12 act	PG9 Ab binder	hcDAF-12 act
CN(C(=O)CSc1ncccc1C(=O)O)c1ccccc1	-4	-4	7	-2.3	-0.8	1.3	2	-0.1	-1.1	3.7	-0.5
O=C1c2ccccc2C(=O)N1CCc1nc(-c2ccc(Cl)cc2)no1	-4	-1	-7	0.8	-2.8	0.3	-24	-0.5	-1.6	1.1	-0.3
Cc1ccc([N+](=O)[O-])c(OCC(O)CNC(C)(C)C)c1 (stereo not given)	4	0	10	0.3	-1.6	.	5	0.2	-1.7	-1.6	0.3
COc1ccccc1Cn1c(=S)[nH]c2cc(C(=O)N3CC(C)CC(C)C3)ccc2c1=O (stereo not given)	-3	-4	-16	-1.0	0.2	0.7	3	0.6	-1.6	-3.5	-1.2
COC(=O)c1cc(C(=O)OC)cc(S(=O)(=O)Nc2ccc(Cl)c(N)c2)c1	0	-6	-5	-0.8	-0.8	0.7	8	0.4	-1.5	-0.9	-2.1
Cn1c(=O)c2c(nc(SCCN3CCOCC3)n2C)n(C)c1=O	-1	-2	3	1.8	-0.6	-1.2	6	-0.1	-1.6	-0.9	-2.6
COc1ccccc1C(=O)N/N=C(\C)CC(=O)Nc1ccccc1NC(C)=O	-3	-2	2	3.9	2.3	1.0	1	0.4	0.3	-0.8	1.1
CC(C)(C)c1ccc(S(=O)(=O)NC(=O)C2(C)CCN2C(=O)CC2CCCCC2)cc1 (stereo not given)	-4	-3	-28	0.7	-0.3	.	3	0.8	-1.7	0.4	-0.8
Cc1cc(S(=O)(=O)N2CCN(c3ccc(F)cc3)CC2)ccc1-n1cnnn1	2	2	8	2.3	0.2	-0.4	-3	-0.4	-0.8	-0.4	-3.5
O=C(Cn1ncc2c(=O)oc3ccccc3c21)NCC1COc2ccccc2O1 (stereo not given)	4	-2	-10	-0.9	-2.4	4.1	-3	1.1	-1.6	0.3	-1.3
O=C(OCC(=O)N1CCc2ccccc21)c1ccncc1	-3	-4	-5	2.3	0.9	1.5	0	0.5	-0.8	0.3	-0.1
COc1ccc(CSc2nc(C)cc(=O)[nH]2)cc1	2	0	5	1.1	0.5	-0.1	-1	0.5	-1.5	-1.4	0.0
COc1ccc(NC(=O)C(c2ccc(OC)cc2)N(C)C(=O)CC2NC(=O)NC2=O)cc1 (stereo not given)	-4	-5	-1	1.6	-0.7	0.0	2	0.1	-1.0	2.2	-1.1
CCCCCc1nnc(NC(=O)C2CCCO2)s1 (stereo not given)	1	3	-3	4.1	2.2	3.1	3	1.5	-0.8	-2.0	0.8
Nc1c(-c2ccccc2)cnn1C1CCS(=O)(=O)C1 (stereo not given)	1	-3	-4	0.8	-0.1	0.1	11	0.4	-1.1	0.3	-1.2
O=C(O)c1cc(/C=C/c2ccc(N3CCOCC3)c([N+](=O)[O-])c2)nc2ccccc12	6	-4	-1	-2.3	-0.7	0.2	3	0.3	-0.7	-3.1	0.5
O=C(N/C(=C\c1ccc(-c2ccccc2)o1)C(=O)N1CCOCC1)c1ccccc1	0	2	-7	-4.3	2.7	-1.2	-4	-1.2	-1.9	0.2	-2.4
COC(=O)C1CN(Cc2cn(Cc3ccc(Cl)cc3)nn2)CCS(=O)(=O)N1Cc1ccccc1 (stereo not given)	-6	-2	-3	-3.7	.	.	0	-2.1	-1.8	.	-1.4
CCOc1ccc(C(C)=O)cc1CN1c2ccc(S(N)(=O)=O)cc2CC1C (stereo not given)	-5	0	6	-0.9	0.9	-0.4	-12	-0.6	-1.4	-0.5	-0.8
Cc1ccc(CN(C)CC(=O)NC(C)c2ccccc2)cc1 (stereo not given)	-2	-1	1	1.8	-2.0	0.5	0	0.0	-1.3	0.4	-0.2
O=C(Cn1nnc(-c2cccc(C(F)(F)F)c2)n1)NC(=O)NCc1ccco1	-2	-30	-95	0.0	2.4	-0.6	-4	0.3	-1.0	0.7	-1.3
O=C(NCCSc1c[nH]c2ccccc12)c1ccc2c(c1)OCO2	-2	1	7	3.2	-0.4	0.1	-6	-0.5	-0.6	-0.6	5.2
CCn1c2ccccc2c2nnc(SCCN3CCCCC3)nc21	-2	-3	4	0.5	2.8	1.3	6	0.4	-1.1	-1.7	1.7
Fc1cccc(Cl)c1CSc1ccc2nnc(-c3ccccn3)n2n1	2	-2	8	-2.8	2.1	0.1	17	0.0	-1.5	0.3	-1.5
COc1ccc(-c2noc(-c3ccc(Br)o3)n2)cc1	6	-5	-5	8.7	4.7	1.9	-7	1.2	-0.9	-0.3	0.7
COc1ccc(-c2nc(CN3CCN(C(=O)c4ccco4)CC3)c(C)o2)c(F)c1	-1	6	6	-1.1	0.7	0.4	0	-0.6	-0.1	0.5	-1.7
COC(=O)c1ccccc1NC(=O)c1cccc(NC(=O)C(C)C)c1	3	1	3	-4.5	-0.6	-1.1	2	-0.4	-2.1	0.6	-2.1
CCOC(CCNC(=O)c1cn(-c2cccc(C)n2)cn1)OCC	-4	3	1	0.9	-0.6	0.8	0	0.0	-1.2	-0.8	-1.6
Cc1ccc(C(=O)C2=C(O)C(=O)N(Cc3cccnc3)C2c2ccc(Cl)cc2)o1 (stereo not given)	-2	-1	-5	0.2	1.3	-0.2	5	0.0	-1.0	19*	-0.9
CCOC(=O)N1CCN(C(=O)C[C@H]2C[C@@]3(C(=O)OC)C(=C[C@H](C4CCCC4)O[C@@H]3C)N(Cc3ccccc3)C2=O)CC1	3	-1	-1	-1.3	.	.	-3	-0.3	-0.2	-1.3	-0.6
CCOC(=O)C1=C(C)N=C2c3ccccc3C(=O)C2C1c1ccc(Cl)cc1 (stereo not given)	-4	8	7	-2.2	0.1	-1.0	-43	0.2	-1.3	-0.2	-2.2
C=CCCN1[C@@H](Cc2ccccc2)COc2ccccc2S1(=O)=O	-2	2	-4	4.7	.	.	-5	-1.0	-0.9	-0.8	-0.8
COc1cnc(SCc2ccc(Cl)cc2)nc1Cl	-2	1	10	2.0	0.8	1.9	4	-0.8	-1.5	-0.4	0.1
CCc1ccc(C(C)NC(=O)c2ccncc2)cc1 (stereo not given)	-3	-2	-2	-3.2	-0.2	-1.1	2	-0.4	-0.6	-0.6	-1.3
CN(C)c1cc(-c2ccccc2)nc(N)n1	0	-1	-12	2.9	-2.4	1.5	-3	-0.6	0.0	1.0	3.4
O=c1c2ccccc2[nH]c(=S)n1CCN1CCCCC1	-2	-3	-8	-0.3	-1.4	0.7	0	0.2	-1.3	1.0	-0.6
O=C1CN(C(=O)C2CCC(=O)N(CCc3ccc(Cl)cc3)C2)CCN1 (stereo not given)	0	-1	0	0.3	-0.2	0.4	1	-0.1	-1.1	-1.0	-0.1
Cc1ccc(CNC(=O)[C@H](C)NC(=O)C2CCN(C(=O)[C@@H]3CCCN3C(=O)OC(C)(C)C)CC2)cc1	2	1	-6	1.6	-1.1	1.9	6	0.2	-0.9	-2.0	2.7
COc1ccc(C2/C(=C(\O)c3cccc(OC)c3)C(=O)C(=O)N2c2ccccn2)cc1 (stereo not given)	0	-3	4	0.8	1.2	6.8*	0	-0.6	-1.2	8.3	-1.5
Cc1ccn2c(-c3n[nH]c(=S)n3Cc3ccccc3)c(C)nc2c1	-4	5	1	-1.5	-2.0	-0.4	-1	-0.3	-0.4	-0.8	2.3
CC(C)(C)N(Cc1nc(-c2ccccc2)no1)C(=O)c1ccc2c(c1)OCO2	-3	5	13	-0.4	1.1	1.9	1	0.3	-0.7	-1.5	1.5
O=C(O)C1C2C=CC(C2)C1C(=O)N1CCc2ccccc21 (stereo not given)	-3	-1	1	2.8	-2.6	1.5	2	-0.6	0.4	1.2	5.6*
Cc1cccc(C)c1Cn1c(C)c(C(=O)NCc2ccc(C#N)cc2)sc1=O	-2	-1	-8	-4.3	-3.9	.	-2	-1.9	-1.8	-1.9	-4.0
CCOCCc1nnc(NC(=O)CSc2ccccc2)s1	-3	-3	1	-3.0	0.0	0.6	4	-0.1	-1.2	-0.5	0.0
COC(=O)CCCC(=O)N1CCCC(CNS(=O)(=O)c2ccc(OC)cc2)C1 (stereo not given)	-1	-1	1	-0.6	-0.3	0.2	.	0.0	-1.4	-1.5	-0.2
COCCNC(=O)C(OC(=O)c1ccco1)c1ccccc1F (stereo not given)	2	-4	-1	-0.1	0.9	0.1	2	0.3	-1.0	-0.7	-1.0
O=C(NCCc1ccccc1)C(=O)NCC1(c2ccccc2)CCCC1	-2	-1	7	-0.2	1.3	1.1	2	0.5	-0.6	2.1	0.6
O=C(CSc1nc2[nH]ncc2c(=O)n1-c1ccccc1Cl)N1CCCC1	-2	2	15	-3.4	1.0	3.7	3	-0.5	-1.2	-3.1	-0.7
COc1ccc(C[N+]2=C(N)NC3=C(C)Cn4c(=O)n(-c5ccccc5)c(=O)n4C3C2)c(OC)c1 (stereo not given)	-2	-7	-17	1.4	.	.	-10	-1.6	-1.1	.	-1.2
C#CCN(C(=O)c1ccc(OC)c(OC2CCN(C(C)C)CC2)c1)C1CCCCC1	-2	2	-12	-2.3	1.4	0.0	-3	-0.1	-0.7	2.0	-0.5
CC(C)CSc1nc2ccccc2n1CC(N)=O	-2	-4	-9	1.7	0.2	0.8	1	-0.1	-1.6	-2.5	-1.7
Cc1ccc(Oc2ncc(CN3CC(C)OC(C)C3)s2)cc1 (stereo not given)	-3	-4	-15	-1.4	-0.5	-0.7	4	-0.1	-1.4	-1.5	-0.8
CCC(CC)C1C(C#N)=C(N)Oc2n[nH]c(C)c21 (stereo not given)	-2	-4	-8	1.0	-3.8	-0.4	-3	-0.1	-0.6	0.8	-0.5
O=C(COc1ccccc1)NCC(=O)N/N=C/c1ccco1	-1	0	4	-1.1	2.0	-1.4	-4	-0.5	-1.5	-0.1	0.4
CC(C)OC(=O)CN1C(=O)S/C(=C/c2ccc(N3CCCCC3)o2)C1=O	2	-1	-1	-3.4	2.8	-0.8	12	-0.2	-1.2	-2.1	1.5
COc1cccc(C(NC(C)=O)c2nc(/C=C/c3ccccc3)cs2)c1 (stereo not given)	0	2	5	0.3	-0.2	.	4	0.0	-1.4	-1.2	-2.4
Cc1ccc(S(=O)(=O)NCCNc2ccc([N+](=O)[O-])cc2)cc1	-4	3	-4	-0.2	1.6	-0.2	-1	-1.1	-1.6	-1.3	-2.4
COc1ccc(S(=O)(=O)N2CCC(C(=O)N[C@@H](C)C(=O)N3CCCC3)CC2)cc1	-1	-1	-4	-0.7	-0.1	-0.4	1	-0.1	-0.9	-1.7	0.6

2 entries from above, field by field:
smiles: O=C(CSc1nc2[nH]ncc2c(=O)n1-c1ccccc1Cl)N1CCCC1
  SMARCA2 act: -2
  ADAM17 inh: 2
  ADAM10 inh: 15
  hgDAF-12 ag: -3.4
  GAA850 FXN act: 1.0
  DAX1 inh-1: 3.7
  NPR1 activator: 3
  DAX1 inh-2: -0.5
  ssDAF-12 act: -1.2
  PG9 Ab binder: -3.1
  hcDAF-12 act: -0.7

smiles: Cc1ccc(Oc2ncc(CN3CC(C)OC(C)C3)s2)cc1 (stereo not given)
  SMARCA2 act: -3
  ADAM17 inh: -4
  ADAM10 inh: -15
  hgDAF-12 ag: -1.4
  GAA850 FXN act: -0.5
  DAX1 inh-1: -0.7
  NPR1 activator: 4
  DAX1 inh-2: -0.1
  ssDAF-12 act: -1.4
  PG9 Ab binder: -1.5
  hcDAF-12 act: -0.8

Source: PubChem BioAssay (several laboratories)
